Pf growth 96h = P. falciparum growth inhibition at 96 hour, primary screen for plastid delayed-death inhibitors; AID 504834; 320,000 tested, 6.9% active; Potency, µM (series often up to 28.7 µM), for the others: at the highest dose activity change, negative = inhibition, hits mostly inhibitors; P. falciparum luciferase reporter growth, 96 h; further: potency means the concentration at half of the fitted maximal effect; on the % scale 0 is the no-effect control and ±100 the full control effect
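Readout is luminescence from an integrated firefly luciferase in P. falciparum. Red cells, 2% hematocrit and 0.05% parasitemia final, were cultured with compound through two parasite generations (96 hours) at 37 C, 5% CO2.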
Giardia FBPA inh = blocks Giardia fructose-bisphosphate aldolase activity; A8B2U2; purified Giardia FBPA; Potency, µM (titrated, usually from 59.6 µM), without a hit: at the highest dose activity, negative = inhibition, most hits filed as inhibitors; 290,000 tested, 0.71% active; AID 2451; further: potency means the concentration at half of the fitted maximal effect; on the % scale 0 is the no-effect control and ±100 the full control effect; nearly all actives have a fitted effect of over 55% in size
Target sequence (A8B2U2 whole entry, looked up): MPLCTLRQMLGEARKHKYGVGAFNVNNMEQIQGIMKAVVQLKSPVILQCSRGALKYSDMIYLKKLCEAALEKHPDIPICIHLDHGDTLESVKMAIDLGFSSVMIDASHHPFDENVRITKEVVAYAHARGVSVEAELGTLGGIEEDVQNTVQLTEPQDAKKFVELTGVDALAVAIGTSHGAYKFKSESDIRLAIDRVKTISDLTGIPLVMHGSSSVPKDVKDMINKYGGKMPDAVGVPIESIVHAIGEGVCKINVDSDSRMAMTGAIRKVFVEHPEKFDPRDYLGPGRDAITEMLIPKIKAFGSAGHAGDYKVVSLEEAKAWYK
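Giardia FBPA (40 nM reagent) was preincubated 10 min at RT with compound (up to 57.5 uM final), then substrate plus GAPDH/TPI/NAD/arsenate coupling system with diaphorase/resazurin was added; resorufin fluorescence (525/598 nm) was read after 20 min.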
Pf growth 48h = P. falciparum growth inhibition at 48 hours (one generation); P. falciparum luciferase growth in erythrocytes, 48 h; Potency, µM (doses to about 28.7 µM), without a hit: top-dose activity change, negative = inhibition, most hits filed as inhibitors; 310,000 tested, 5.9% active; AID 504832; further: potency means the concentration at half of the fitted maximal effect; on the % scale 0 is the no-effect control and ±100 the full control effect
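First compound was added to culture medium, then infected red cells at 0.1% parasitemia and 2% hematocrit (final). After incubation at 37 C under 5% CO2, luciferase detection reagent was dispensed and light output recorded.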
Shiga inhibitor = inhibitors of Shiga toxin in Vero cells. Vero cells, Shiga toxin protein synthesis inhibition reporter. inhibition, % at 38.7 µM. 290,000 tested, 9.2% active. AID 2315; in the data active means inhibition mostly above about 28%, no sharp cut-off; inactive means mostly below about 43%; further: 0% is about no effect
HCV inh = HCV inhibition. Huh7.5.1 HCVcc-Cre infection, luciferase reporter, 44 h. Potency, µM (top dose mostly 41.8 µM), for inactives: at the highest dose activity change, negative = inhibition, usual class: inhibitors. 340,000 tested, 3.4% active. AID 651820; further: potency means the concentration at half of the fitted maximal effect; on the % scale 0 is the no-effect control and ±100 the full control effect
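Antiviral activity was scored by luciferase reporter output from cells infected with HCVcc-Cre (~0.5 moi) in presence of compound, 44 h infection period, cells seeded 1,000/well 4 h prior.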
Cycloheximide cs = counter-screen hit for Shiga toxin inhibitors, cycloheximide. cell reporter, cycloheximide protein synthesis inhibition counterscreen. max response, %. 300,000 tested, 12% active; in the data active means max response mostly above about 13%, no sharp cut-off; inactive means mostly below about 14%; further: read at 38.3 µM for the half of the compounds with a filed dose; 0% is about no effect
Active calls of the source: *; ? = inconclusive; / = not tested or not shown; & = joins results of further samples; ! = repeats disagree; [ ] = remark or other dose. Unless noted, the call rests on the fitted dose curve; in most records, active means well fitted curve in the direction sought with a large enough effect; inconclusive means small, poorly fitted or top-dose-only effect, or another doubt; inactive means no such curve, though single readings can be large; an effect the other way counts as inactive or inconclusive.

Structure	Pf growth 96h	Giardia FBPA inh	Pf growth 48h	Shiga inhibitor	HCV inh	Cycloheximide cs
CCN(c1ccc(NC(=O)COC(=O)c2ccc3ccccc3n2)cc1)C(C)C	89%[activator]	-10%	4%	-1	19%	-1
O=c1[nH]c([N+](=O)[O-])nn1C(c1ccccc1)c1ccccc1	?	1%	?	-4	13%	-4
Cc1ccc(/C=N/NC(=O)Cn2cnc3ccccc32)cc1	?	0%	13%	-12	-1%	1
CCn1c(C)c(C(=O)c2ccccc2)c(C#N)c1C(=O)O	18%	-7%	21%	25	?	21*
CCn1c(=O)c2sccc2n(Cc2ccc(C)cc2)c1=O	-27%	9%	1%	-1	7%	-3
O=C(COC(=O)CSc1nnc(-c2ccc(Cl)cc2)o1)Nc1cc(Cl)cc(Cl)c1	17%	1%	-2%	7	10%	-2
CC(CC(=O)NCc1ccccc1)C1CCCO1 (configuration not stated)	/	0%	31%[activator]	26*	13%	17*
O=C(CSc1ccc2c(c1)OCCO2)Nc1ncccc1O	54%[activator]	/	60%[activator]	/	-7%	/
S=C(NCc1cccs1)Nc1ccccc1Cl	-16%	-3%	7%	44*	12%	24*
CCCc1cc(=O)[nH]c2nnc(SCC(=O)Nc3cccc(NC(C)=O)c3)n12	?	/	?	/	17%	/
CC1(C2(O)CCCCC2)NCCc2ccccc21 (configuration not stated)	46%[activator]	/	7%	/	23%	/
O=C(CSc1ncccc1C(=O)O)NC1CCCCCCC1	109%[activator]	16%	58%[activator]	-10	20%	0
CSc1nc(-c2ccco2)cc(C(F)(F)F)c1C#N	-27%	5%	10%	-5	4%	-4
CCCn1c(=O)c(C(=O)NNS(=O)(=O)c2ccc(Cl)cc2)c(O)c2ccccc21	20%	?	5%	-9	27%	-3
Cn1c(SCC(=O)c2ccc3c(c2)OCCO3)nnc1C1CC1	?	-1%	26%	44*	21%	18*
COc1ccc(C(=O)NN2CCOCC2)cc1	42%[activator]	7%	-1%	-7	-2%	2
Cc1ccc(NC(=S)NCc2ccc(Cl)cc2)c(C)c1	?	2%	10µM*	9	?	9
O=C(O)c1nccnc1C(=O)Nc1ccc(Oc2c(Cl)cccc2Cl)nc1	?	-20%	17%	-5	17%	-1
O=C(c1c[nH]c2ccccc12)C(F)(F)F	23%	-1%	-16%	28	?	-1
CC1(C)CC(=O)C(=Cc2cn(CCC#N)nc2-c2ccc(F)cc2)C(=O)C1	29%	-16%	7%	-13	2%	-2
CC(C)NCC(O)COc1ccc2c(c1)CCC2 (configuration not stated)	17%	1%	-3%	110*	-2%	32*
COc1ccc(NC(=O)c2cccc(N3C(=O)C4CC=C(C)CC4C3=O)c2)c(OC)c1 (configuration not stated)	-3%	/	3%	-3	-11%	-6
CC(=O)NC1=NN(C(C)=O)C(C)(c2ccccc2)S1 (configuration not stated)	20%	8%	7%	-9	-16%	-1
O=C(NCc1ccccc1)/C(=C/c1ccccc1)NC(=O)c1ccco1	?	0%	14%	-4	3%	0
COc1ccccc1N1CC(C(=O)NCCC2=CCCCC2)CC1=O (configuration not stated)	?	/	?	/	?	/
CSc1ccc(/C=N/NC(=O)CN2CCN(Cc3ccc(Cl)cc3)CC2)cc1	?	4%	2%	17	?	6
CC12CCC(CC1=O)C2(C)C (configuration not stated)	3%	/	-15%	/	17%	/
CCOC(=O)CN=C1CC(C)(C)CC2=C1Sc1ncnc(N(C)C)c1N2	/	2.5µM*	10%	-12	-4%	-3
COc1cc(/C(C)=N/NC(=O)c2ccc(CSc3nncn3C)cc2)cc(OC)c1OC	13µM*	4%	-20%	-26	5%	-7
O=C(CCS(=O)(=O)c1cccc2nsnc12)NCc1ccccc1Cl	9.3µM*	0%	7%	33	6%	-3
O=C(c1cccc(C(F)(F)F)c1)N1CCC2(CC1)NCCc1[nH]cnc12	16%	/	7%	-5	6%	7
CCOc1cc(/C=N/O)cc(Br)c1OC	?	-4%	2%	-3	8.9µM*	1
COc1ccc(C(=O)NCC(=O)Nc2ccc(F)cc2)cc1OC	?	4%	/	-7	-7%	-4
COc1ccc(-n2ncc3c(=O)n(CC(=O)N(C(C)C)C(C)C)cnc32)cc1	-3%	-3%	-24%	-2	-5%	-2
Cc1cc([N+](=O)[O-])nn1Cc1ccccc1F	1%	6%	-1%	-5	-5%	2
Fc1ccccc1NC(=S)NCCc1cccc(Cl)c1	?	/	-16%	78*	-13%	40*
Cc1ccc(C(=O)OCC(=O)Nc2ccc3c(c2)OCCO3)cc1C	-2%	/	-28%	/	12%	/
O=C(Nc1ccc(N2CCOCC2)cc1)c1cccc(S(=O)(=O)N2CCCCC2)c1	/	-2%	-30%	-17	10µM*!	7
CCCOc1ccc2c(=O)c(-c3cc(C(=O)OC)oc3C)c(C)oc2c1	?	0%	?	-12	?	-3
COc1ccc2oc(=Nc3ccc(C(=O)O)cc3)c(C(=O)NCc3ccco3)cc2c1	?	5%	266%[activator]	23	14%	7
O=C1C2C3C=CC(CC3)C2C(=O)N1/N=C/c1ccco1 (configuration not stated)	11%	0%	25%	26	1%	17*
CC(NC(=S)NC1CCCCC1)C(c1cccs1)N1CCOCC1 (configuration not stated)	8.3µM*	4%	?	-3	-1%	-3
CCNC(=O)C(=O)Nc1cc2c3c(c1)CCN3C(=O)CC2	-4%	/	41%[activator]	-7	16%	-10
O=C(Nc1ccc(S(=O)(=O)N2CCCCC2)cc1)C1CCCO1 (configuration not stated)	24%	2%	-5%	19	-18%	-2
CC(=O)Nc1ccc(/C=N/NC(=O)c2cc3cc(C)ccc3nc2C)cc1	8%	0%	/	43	-1%	-1
NCCCC[C@@H](C(=O)N1CCNCC1)n1cc(CCC(=O)O)nn1	2%	-8%	40%[activator]	-17	25%	1
CCCCC(NC(=O)c1ccc(Cl)cc1)C(=O)O (configuration not stated)	-16%	15%	-4%	-11	18%	-1
CCO[C@@H]1OC(C(=O)Nc2ccccc2)=C[C@H](C2CC2)[C@H]1CCCO	?	-2%	?	3	?	0
O=C(c1ccccn1)N1CCCC(N2CCN(c3ccccc3)CC2)C1 (configuration not stated)	?	/	10%	6	13%	-2
CCN(C(=O)COC(=O)c1ccc(=O)n(Cc2ccccc2)n1)C1CCCCC1	5%	/	21%	/	24%	/

Random excerpt: 2 compounds from above.
Structure	Pf growth 96h	Giardia FBPA inh	Pf growth 48h	Shiga inhibitor	HCV inh	Cycloheximide cs
CCNC(=O)C(=O)Nc1cc2c3c(c1)CCN3C(=O)CC2	-4%	/	41%[activator]	-7	16%	-10
CCCCC(NC(=O)c1ccc(Cl)cc1)C(=O)O (configuration not stated)	-16%	15%	-4%	-11	18%	-1

Full records, looked up by structure. Order of screens: Pf growth 96h | Giardia FBPA inh | Pf growth 48h | Shiga inhibitor | HCV inh | Cycloheximide cs
Profile of `CCO[C@@H]1OC(C(=O)Nc2ccccc2)=C[C@H](C2CC2)[C@H]1CCCO` : ? | -2% | ? | 3 | ? | 0
Profile of `CC(NC(=S)NC1CCCCC1)C(c1cccs1)N1CCOCC1` (configuration not stated) : 8.3µM* | 4% | ? | -3 | -1% | -3

(list continues)
Structure	Pf growth 96h	Giardia FBPA inh	Pf growth 48h	Shiga inhibitor	HCV inh	Cycloheximide cs
N#Cc1c(N2CCCC2)nsc1-c1ccccc1	69%[activator]	10%	56%[activator]	102*	-23%	52*
CCCCn1c(CCNC(=O)CCC)nc2ccccc21	1%	0%	8%	-2	-11%	-3
Nc1nc(OCC2CCCCC2)c2[nH]cnc2n1	?	-4%&-3%	?	0&15	-6%	1&11
CCN(CC)P(=O)(Nc1ccc(SC(F)F)cc1)c1ccc(N(C)C)cc1NC(=O)c1ccco1 (configuration not stated)	?	-20%	?	1	22µM*	11
Cc1ccc(C(=O)Nc2nc(=O)n(C(=O)CC(C)C)s2)cc1	-5%	6%	15%	3	-6%	10
Cc1ccc(S(=O)(=O)N2CCCC2=O)c(C)c1N(C)S(C)(=O)=O	8.3µM*	13%	1%	-11	-4%	2
COc1ccc(C(CNC(=O)c2ccco2)N2CCOCC2)cc1 (configuration not stated)	33%[activator]	/	11%	/	15%	/
COC(=O)c1c(NC(=O)CCNCc2ccco2)sc2c1CCC2	42%[activator]	?	34%[activator]	2	?	-4
Cc1nc(C)c(-c2csc(NCCc3ccccc3)n2)s1	9%	?	?	13	2.8µM*	13*
Cc1cc(C(=O)N2CCN(c3cccc(Cl)c3)CC2)c(C)o1	86%[activator]	-1%	/	-23	?	-5
COC(C(=O)Nc1ccnn1C1CCN(Cc2cnn(C(C)C)c2)CC1)c1ccccc1 (configuration not stated)	10%	/	?	-1	1%	-4
Cc1cc(Nc2cccc(Cl)c2Cl)n2ncnc2n1	?	?	-2%	3	?	-2
N#CC1CC(c2ccc([N+](=O)[O-])cc2)=NN1c1ccc([N+](=O)[O-])cc1 (configuration not stated)	-16%	-1%	9%	-12	-15%	-2
c1ccc(-n2nnnc2SCc2ccccn2)cc1	/	-3%	10%	-3	1%	7
Cc1ccccc1Nc1nc(N)nc(CSc2nnc(C)n2C)n1	14%	3%	0%	-3	1%	6
CCCNC(=O)COC(=O)C1CCN(S(=O)(=O)c2ccc3c(c2)OCCO3)CC1	1%	/	14%	/	21%	/
CCOC(=O)c1[nH]c2cc3c(cc2c1NC(=O)CN1CCc2ccccc2C1)OCO3	?	-10%	?	-7	?	28
O=C(NCC1CCCO1)C1CCN(C2CCN(Cc3cccs3)CC2)CC1 (configuration not stated)	?	2%	0%	24	1%	-3
Cc1ccccc1OCC(=O)NCCCNC(=O)c1ccncc1	-27%	5%	13%	-7	19%	1
CC(C)=CC(=O)Nc1nnc(-c2ccccc2)s1	98%[activator]	-12%	131%[activator]	14*	7%	46*
O=C1O[C@@H](c2ccc(O)cc2)Cc2cccc(O)c21	27%	/	6%	/	1%	/
CC(=O)c1cc(C)ccc1OC(=O)c1cccnc1	9.3µM*	0%	-23%	-7	10%	1
Cc1cc(-c2nnc(CCC(=O)N(C)Cc3ccsc3)o2)no1	5%	15%	-48%	34	8%	21*
COc1cccc(NC(=O)CS(=O)(=O)c2cccc3nsnc23)c1	18%	4%	4%	-4	2%	8
O=C(CSC(=S)N1CCCCC1)N1N=CCC1c1ccccc1 (configuration not stated)	/	1%	44%[activator]	163*	-3%	71*
O=c1[nH]c(=O)n(-c2ccc(F)cc2)c(O)c1C=NCCN1CCCCC1	-1%	4%	7%	-6	5%	-3
COC(=O)c1[nH]c2ccc(Br)cc2c1NC(=O)CN1CCCCC1CCO (configuration not stated)	5.2µM*	6%	?	35	?	-1
O=C(Nn1cnnc1)c1ccccc1CCc1ccccc1	/	-1%	1%	-16	8%	-2
